Screening results as filed in PubChem BioAssay.
pCIP destab: p/CIP-EGFP fusion destabilizers, primary screen, fluorescence, F442A cells | Q05BA5 | 16 h | decrease of EGFP signal, % at 10 µM | actives 0.01% (n = 290,000) | AID 1984, 2009;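 active = EGFP signal decrease of at least 30% at 10 µM or well 3 SD below plate mean, unless failing retest; inactive = the rest, including hits failing retest or dose response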; also: some compounds called inactive have numbers as strong as hits; many of its hits are not listed in these tables
Target sequence (Q05BA5 1-1403): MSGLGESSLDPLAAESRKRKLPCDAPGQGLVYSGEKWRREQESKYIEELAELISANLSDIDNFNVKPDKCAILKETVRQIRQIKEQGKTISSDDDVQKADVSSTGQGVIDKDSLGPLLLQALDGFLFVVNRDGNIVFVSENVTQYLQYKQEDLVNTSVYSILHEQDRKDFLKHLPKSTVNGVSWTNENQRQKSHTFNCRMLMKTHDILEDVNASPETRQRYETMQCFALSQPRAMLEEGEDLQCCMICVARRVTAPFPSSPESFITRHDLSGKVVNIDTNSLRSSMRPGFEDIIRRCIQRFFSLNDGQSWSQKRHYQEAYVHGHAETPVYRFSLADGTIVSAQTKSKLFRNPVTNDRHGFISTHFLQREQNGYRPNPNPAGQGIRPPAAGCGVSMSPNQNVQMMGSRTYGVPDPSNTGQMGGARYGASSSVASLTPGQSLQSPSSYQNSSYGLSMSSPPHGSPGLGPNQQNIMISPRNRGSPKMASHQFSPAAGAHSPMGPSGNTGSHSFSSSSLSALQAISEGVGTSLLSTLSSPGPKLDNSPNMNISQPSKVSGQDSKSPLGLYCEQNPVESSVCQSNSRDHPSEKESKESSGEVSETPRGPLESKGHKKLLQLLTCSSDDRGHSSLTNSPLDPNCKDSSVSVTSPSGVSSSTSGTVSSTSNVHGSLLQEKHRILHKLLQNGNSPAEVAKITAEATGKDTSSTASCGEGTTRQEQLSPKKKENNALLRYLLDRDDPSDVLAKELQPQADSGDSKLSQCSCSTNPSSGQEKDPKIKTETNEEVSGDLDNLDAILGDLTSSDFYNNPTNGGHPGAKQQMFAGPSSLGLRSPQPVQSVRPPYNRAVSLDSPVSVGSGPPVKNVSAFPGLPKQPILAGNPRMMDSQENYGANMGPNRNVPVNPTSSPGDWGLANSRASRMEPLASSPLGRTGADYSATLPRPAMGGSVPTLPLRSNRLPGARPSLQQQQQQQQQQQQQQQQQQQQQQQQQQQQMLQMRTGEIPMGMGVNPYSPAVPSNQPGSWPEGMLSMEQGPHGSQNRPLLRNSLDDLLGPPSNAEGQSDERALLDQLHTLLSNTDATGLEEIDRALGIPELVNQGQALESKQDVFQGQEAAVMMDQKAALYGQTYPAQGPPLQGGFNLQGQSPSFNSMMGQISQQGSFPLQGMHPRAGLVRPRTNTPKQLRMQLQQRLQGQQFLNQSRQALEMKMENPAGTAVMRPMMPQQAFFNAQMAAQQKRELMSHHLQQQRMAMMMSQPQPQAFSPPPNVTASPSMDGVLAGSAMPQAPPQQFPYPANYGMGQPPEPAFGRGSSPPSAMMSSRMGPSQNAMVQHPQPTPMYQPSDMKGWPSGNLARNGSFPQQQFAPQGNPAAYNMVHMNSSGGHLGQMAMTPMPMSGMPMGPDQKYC
PHOSPHO1 inh: PubChem AID 1565. inhibition, % at 13.3 µM. Phosphoethanolamine/phosphocholine phosphatase (Homo sapiens), Q8TCT1. actives 1.1% (n = 290,000). recombinant PHOSPHO1, absorbance phosphatase assay; in the data active = inhibition above about 60%
VIM-2 inhibitor: VIM-2 metallo-beta-lactamase inhibitors, primary screen, biochemical, epi-absorbance readout, Pseudomonas aeruginosa enzyme | purified VIM-2, nitrocefin hydrolysis, epi-absorbance fluorescence | inhibition, % at 5.6 µM | actives 0.89% (n = 290,000);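 active = inhibition above the mean of all tested compounds plus 3 SD, cutoff set per screening run, cut at about 7.5% in these data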;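 also: red hydrolysis product quenches plate fluorescence so inhibitors raise well fluorescence; 0% = enzyme with DMSO and 100% = DMSO without enzyme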
GPR7 antagonist: GPR7 receptor antagonists, primary screen, cell-based, fluorescence, single concentration. Neuropeptides B/W receptor type 1 (Homo sapiens), P48145. GPR7-expressing cells, fluorescence antagonist assay. inhibition, % at 4.4 µM. actives 1.1% (n = 290,000); in the data active = inhibition above about 16%, passing the limit was not always enough;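 also: cells stimulated with the agonist NPW; 0% = agonist with vehicle and 100% = vehicle without agonist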
NALP1 yeast inh: NALP1 inflammasome inhibitors in reconstituted yeast, colorimetric, S. cerevisiae, triplicate retest. S. cerevisiae NALP1/ASC/caspase-1 growth, X-gal OD620, 72 h. inhibition, % at 10 µM. actives 0.61% (n = 280,000); in the data active = inhibition mostly above about 24%, no sharp cut-off; inactive = mostly below about 32%; also: some compounds called inactive have numbers as strong as hits
IMP-1 inh: IMP-1 metallo-beta-lactamase inhibitors, primary screen, biochemical, epi-absorbance readout, Pseudomonas aeruginosa enzyme; metallo-beta-lactamase IMP-1 (Pseudomonas aeruginosa); purified IMP-1, nitrocefin hydrolysis, epi-absorbance fluorescence; inhibition, % at 5.6 µM; actives 0.45% (n = 290,000); AID 1556, 2009;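 active = inhibition above the mean plus 3 SD of all compounds in the same screening run, cut at about 4.5% in these data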;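 also: 0% = IMP-1 with DMSO and 100% = DMSO wells lacking enzyme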
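System: purified IMP-1; amount: IMP-1 0.2 nM before substrate addition; compound: single dose, 5.6 µM; times: 25 °C, 15 min preincubation, 25 min reaction; signal: Epi-absorbance via hydrolysed-nitrocefin quenching of white-plate fluorescence, 480/530 nm, EDTA stop; benchmarks: DMSO with and without IMP-1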
IDE inh: human IDE inhibitors in live cells, primary screen, fluorescence polarization, HEK cells, FAbetaB substrate | inhibition, % at 5.59 µM | FAbetaB cleavage | AID 434962, 2010 | Insulin-degrading enzyme (Homo sapiens), P14735 | actives 0.41% (n = 320,000);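 active = percent inhibition above the average of all tested compounds plus 3 SD, set per screening campaign, cut at about 16% in these data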;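 also: IDE supplied by intact live HEK cells; FP after avidin binding of uncleaved biotin substrate so inhibition keeps polarization high; 0% = DMSO wells and 100% = 60 µM reference IDE inhibitor Ii1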
IDE act: human IDE activators in live cells, primary screen, fluorescence polarization, HEK cells, FAbeta-B substrate. Insulin-degrading enzyme (Homo sapiens), P14735. actives 0.073% (n = 340,000). FAbeta-B cleavage; 0% vehicle, 100% cell-free pure enzyme wells. AID 493087, 2011. activation, % at 5.96 µM;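 active = activation above the mean of all tested compounds plus 3 SD, set per screening campaign, cut at about 17% in these data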
PfM18AAP inh: PfM18AAP inhibitors, malaria aminopeptidase, primary screen, biochemical, QFRET, recombinant enzyme | M18 aspartyl aminopeptidase (Plasmodium falciparum 3D7) | H-Glu-NHMec fluorogenic cleavage | inhibition, % at 7.35 µM | actives 1.2% (n = 290,000);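 active = inhibition above the campaign mean inhibition over all tested compounds plus 3 SD, cut at about 28% in these data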;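 also: 0% = plate median of test compound wells and 100% = 2 mM ZnCl2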
* marks the source's active call; other numbers are inactive results; / = not tested or not shown.

SMILES	pCIP destab	PHOSPHO1 inh	VIM-2 inhibitor	GPR7 antagonist	NALP1 yeast inh	IMP-1 inh	IDE inh	IDE act	PfM18AAP inh
Cc1ccc(OCC(=O)N/N=C/c2cccnc2)cc1	-3	22	-0.1	-14	18	-1.9	-3	6	-10
COc1ccc(NC(=O)c2cn(C)c(=O)c3cc(OC)c(OC)cc23)c(OC)c1	-11	23	-0.1	-1	11	-3.6	-7	-2	-10
CC(C)(CN1CCCCC1)NS(=O)(=O)c1ccc(Cl)cc1	-6	-12	-6.2	-10	12	-2.3	0	-2	3
COc1ccc(-c2nn(-c3ccccc3)cc2/C=C\C(=O)Nc2ccc(C(=O)O)cc2)cc1	-2	45	-2.9	-14	4	-2.8	4	/	2
Cc1ccc(C)c(C(=O)COC(=O)CNS(=O)(=O)c2ccccc2)c1	0	42	-0.4	0	-11	-4.5	2	4	2
Cc1noc(C)c1CC(=O)N1CCCC(C(=O)c2ccc(C(C)(C)C)cc2)C1 (centres undefined)	-12	5	-1.9	4	-6	-3.1	5	-4	3
FC(F)(F)c1ccc(/C=N/NC(=S)NC2CCCCC2)cc1	-2	2	-2.2	-8	-1	-2.4	-5	4	4
Cc1ccc(Cl)cc1N(CC(=O)Nc1cccc(N(C)S(C)(=O)=O)c1)S(C)(=O)=O	-4	34	-0.3	-5	22	-0.2	-4	-6	-17
Cc1c(Br)c(O)c(Br)c2sc(=O)oc12	-6	-69	3.1	-8	-11	-1.7	-2	-5	36*
CC(=O)Nc1ccc(S(=O)(=O)Nc2ccc(Nc3ccccc3)cc2)cc1	-8	/	-1.7	-11	-2	-2.4	-2	-3	-73
COc1ccc2c(c1)NC(c1cc(Cl)cc(Cl)c1O)c1cccn1-2 (centres undefined)	-8	31	-2.1	-10	-7	-2.9	/	6	0
CCc1nnc(SCC(=O)N2CCCC(N3CCN(c4ccccc4C)CC3)C2)o1 (centres undefined)	14	5	-2.1	1	0	-1.0	3	5	-5
COc1cccc(C(=O)NCc2ccc3c(c2)OCO3)c1OC	-8	24	-0.4	-7	18	-1.9	/	3	-14
COc1ccc2c(c1)C=C(CN1CCC(CO)(CCc3ccccc3)CC1)CO2	-4	35	-1.0	-6	8	-1.3	1	3	-3
CCC(C)NC(=O)CSc1ccc(Cl)cc1 (centres undefined)	-13	9	-3.1	-9	-111	-4.4	5	8	-4
O=C(NCCCc1ccccc1)[C@@H]1Cc2ccccc2CN1	3	34	-3.9	-2	6	-3.9	4	0	2
Nc1ccc(C(=O)OCc2nc3c(ccc4ccccc43)[nH]2)cc1	-1	-13	-2.7	-2	5	-1.7	10	-1	-4
COc1cc(CN2CCCC(C(=O)Nc3ccccc3Oc3cccnc3)C2)ccc1F (centres undefined)	-17	28	-5.1	3	-2	-3.5	5	5	6
O=C(Nc1nnc(-c2ccccc2F)s1)c1ccccc1F	2	37	0.2	-5	16	-1.2	1	0	-4
Cc1csc(NC(=O)CSc2ccc3nnc(-c4ccncc4)n3n2)n1	6	-3	0.8	-22	18	-1.3	0	-2	17
CCOC(=O)CC(NS(=O)(=O)Cc1ccccc1)c1ccc(C)cc1 (centres undefined)	-21	-4	-0.1	1	29	-2.6	6	3	0
COC(=O)c1c(C)cc(C)c2c1CC(C)(C)C2=O	-11	21	-1.7	-19	6	-3.7	5	9	-14
Cn1c(CSCc2ccc(Cl)c(Cl)c2)n[nH]c1=S	0	25	0.6	14	7	-0.6	6	-1	17
COC(=O)Nc1ccc(S(=O)(=O)N2CCCc3cccc(O)c32)cc1	-7	25	-2.1	6	4	-1.7	-4	6	2
COc1nc(C)nc(C)c1Oc1ccc(Cl)cc1Cl	-5	41	1.3	-13	/	0.5	5	/	-3
CCOC(=O)Cn1c(=NC(=O)CSC(C)=O)sc2ccccc21	-1	16	-1.4	6	/	-3.0	3	2	2
CN1CCC(NC(=O)c2ccncc2)CC1	-15	11	-3.5	-3	16	-4.0	4	-3	-8
C=CCN1C(=O)c2ccc(C(=O)N(C)CC(=O)Nc3ccccc3C(F)(F)F)cc2C1=O	2	-120	0.2	-9	14	-2.2	-4	3	4
COc1ccc(CCN(Cc2ccc(C(C)C)cc2)S(=O)(=O)c2ccc(S(=O)(=O)N(C)C)cc2)cc1OC	-2	-10	-0.9	-7	17	-2.2	-1	3	-4
Cc1nn(CCC(=O)NCCc2ccccc2Cl)c(=O)c2nn(-c3ccccc3)c(C)c12	-2	15	-3.5	-4	15	-3.5	9	-3	-5
O=C(CN(C(=O)CNS(=O)(=O)c1ccccc1)c1ccc2c(c1)OCCO2)NC1CCCCC1	12	1	-2.8	-10	4	-1.8	-3	0	2
Cc1nn(-c2ccccc2)c(Oc2ccccc2)c1C=O	-4	-4	-3.6	-8	29	-1.5	3	-8	-2
O=C(Nc1ccccc1)C(=O)Nc1cccnc1	-10	3	-0.7	3	3	-1.7	10	-2	-5
O=C(Nc1cccnc1)c1ccc(-c2cc(Cl)ccc2Cl)o1	-6	37	-1.9	-5	1	-3.1	2	3	-12
O=C(O)CC12CSc3[nH]c(=O)sc3C1c1ccccc1OC2=O (centres undefined)	-6	43	1.4	4	0	6.4*	0	/	10
C(=C\c1ccccc1)/CN1CCN(Cc2nc(Cc3ccccc3)no2)CC1	-1	40	0.3	-9	16	1.0	-2	4	-3
Cc1ccc2[nH]c3c(c2c1)CN(C(=O)CN1CCN(c2ccccc2)CC1)CC3	-5	39	0.9	3	2	1.4	/	/	3
Nn1c(N2CCCCC2)nc2ccccc21	-4	-3	-4.5	2	6	-4.5	4	-3	-5
CCCc1nnc(SCC(=O)N2C(C)CCCC2C)n1CC1CCCO1 (centres undefined)	-13	-60	-1.4	-7	18	-0.7	3	1	2
Cc1cccc(Cl)c1OCCCn1ccnc1	4	40	-1.3	-7	4	-1.2	-6	2	-3

Given with bars between the fields: six of the compounds above.
SMILES | pCIP destab | PHOSPHO1 inh | VIM-2 inhibitor | GPR7 antagonist | NALP1 yeast inh | IMP-1 inh | IDE inh | IDE act | PfM18AAP inh
O=C(Nc1cccnc1)c1ccc(-c2cc(Cl)ccc2Cl)o1 | -6 | 37 | -1.9 | -5 | 1 | -3.1 | 2 | 3 | -12
O=C(O)CC12CSc3[nH]c(=O)sc3C1c1ccccc1OC2=O (centres undefined) | -6 | 43 | 1.4 | 4 | 0 | 6.4* | 0 | / | 10
C(=C\c1ccccc1)/CN1CCN(Cc2nc(Cc3ccccc3)no2)CC1 | -1 | 40 | 0.3 | -9 | 16 | 1.0 | -2 | 4 | -3
Cc1ccc2[nH]c3c(c2c1)CN(C(=O)CN1CCN(c2ccccc2)CC1)CC3 | -5 | 39 | 0.9 | 3 | 2 | 1.4 | / | / | 3
Nn1c(N2CCCCC2)nc2ccccc21 | -4 | -3 | -4.5 | 2 | 6 | -4.5 | 4 | -3 | -5
CCCc1nnc(SCC(=O)N2C(C)CCCC2C)n1CC1CCCO1 (centres undefined) | -13 | -60 | -1.4 | -7 | 18 | -0.7 | 3 | 1 | 2

More compounds.
SMILES	pCIP destab	PHOSPHO1 inh	VIM-2 inhibitor	GPR7 antagonist	NALP1 yeast inh	IMP-1 inh	IDE inh	IDE act	PfM18AAP inh
CC(CCc1ccccc1)NC(=O)c1ccc(Cl)nc1 (centres undefined)	0	9	-3.8	0	-5	-2.5	0	1	8
COc1ccc2c(c1)O[C@H](c1ccc3c(c1)OCO3)[C@@H](OC(=O)N[C@H](C)C1CCCCC1)C2=O	-8	4	-1.6	4	27	-2.4	-3	/	0
CC(Oc1ccc(Cl)cc1)C(=O)Nc1ccc(S(=O)(=O)Nc2nccs2)cc1 (centres undefined)	-6	19	-4.9	24*	2	-2.0	5	3	10
CC1CCC2C(=O)N(c3ccc(NC4CCCCC4)c([N+](=O)[O-])c3)C(=O)C2C1 (centres undefined)	2	2	-2.2	10	38	-1.9	-5	-3	0
O=Cc1ccc(Oc2nc(Cl)ncc2F)cc1	-8	15	-2.2	-12	1	-3.6	/	0	0
Cc1ccc2c(c1)[nH]c1c(=O)n(Cc3ccco3)cnc12	-14	13	-2.9	-5	/	-2.9	-4	5	-9
O=C(Nc1ccc(F)cc1)c1cc(S(=O)(=O)Nc2ccc(F)cc2)cs1	-8	0	-3.2	-5	-4	-2.6	-3	2	-9
O=C1C2C3C=CC(C3)C2C(=O)N1CNc1ccccn1 (centres undefined)	-19	-1	-0.8	-2	14	0.7	1	4	-1
CC1(C)CC(=O)C=C(NCC2CCCO2)C1 (centres undefined)	-7	-13	-1.9	6	28	-2.3	-3	5	3
COc1ccc2[nH]cc(CCN3C(=O)c4ccc(C(=O)O)cc4C3=O)c2c1	6	-159	1.7	-6	10	-0.9	/	4	-9
C/C(CC(=O)Nc1ccc2c(c1)OCCO2)=N\NC(=O)COc1cccc(C)c1	-10	49	-1.8	-2	-10	-1.9	-1	-2	-4
O=S(=O)(Nc1ccc2cn[nH]c2c1)c1ccc(Cl)cc1	0	24	-0.7	-2	15	-1.1	0	0	-9
COc1cccc(/C=N/n2cnc3ccccc32)c1OC	5	14	-4.0	-14	15	-2.3	-1	4	-5
Cc1ccc(Cn2nnc3c(=O)[nH]c(C4CCN(S(=O)(=O)c5ccccc5)CC4)nc32)cc1	-5	52	-1.5	-6	6	-3.7	-7	4	3
CCn1c(-c2ccccc2)c[nH]c1=S	-1	98*	-3.6	2	-6	-3.7	8	3	8
O=S(=O)(Nc1ccc(Cl)cn1)c1ccc(F)cc1	-8	/	-0.5	-8	-12	0.3	-5	6	1
O=C(O)CCn1c(C(=O)O)cc2sccc21	-12	-9	-2.8	-3	8	-1.2	-3	5	9
Cc1ccccc1Cn1c(C(=O)OC(C)C)cc2c1ccn2C	-13	32	-0.8	-7	2	-0.8	-4	-2	-103
Cc1ccc(NC(=O)C2C3CC4OC(=O)C2C4C3)cc1Cl (centres undefined)	-7	32	-1.2	-6	-6	-3.2	7	-5	-4

An excerpt from above, showing only IDE act, pCIP destab and IMP-1 inh:
Compound	IDE act	pCIP destab	IMP-1 inh
COc1cccc(/C=N/n2cnc3ccccc32)c1OC	4	5	-2.3
O=C(Nc1ccc(F)cc1)c1cc(S(=O)(=O)Nc2ccc(F)cc2)cs1	2	-8	-2.6

Individual results from the list:
O=C1C2C3C=CC(C3)C2C(=O)N1CNc1ccccn1 (centres undefined) | PfM18AAP inh = -1
CC1CCC2C(=O)N(c3ccc(NC4CCCCC4)c([N+](=O)[O-])c3)C(=O)C2C1 (centres undefined) | IDE act = -3
CC1(C)CC(=O)C=C(NCC2CCCO2)C1 (centres undefined) | IDE act = 5
Cc1ccc2c(c1)[nH]c1c(=O)n(Cc3ccco3)cnc12 | IDE inh = -4
Cc1ccccc1Cn1c(C(=O)OC(C)C)cc2c1ccn2C | IDE inh = -4
COc1ccc2[nH]cc(CCN3C(=O)c4ccc(C(=O)O)cc4C3=O)c2c1 | GPR7 antagonist = -6
